LmPK inh: LmPK (Leishmania mexicana) enzyme inhibition. Q27686. purified LmPK, Kinase-Glo ATP luminescence, 1 h. Potency, µM (highest dose often 57.5 µM), for inactives: at the top dose activity change, negative = inhibition, hits mostly inhibitors. 290,000 compounds, 0.37% hits. AID 1721; further: potency means the concentration at half of the fitted maximal effect
Target sequence (Q27686 whole entry, looked up): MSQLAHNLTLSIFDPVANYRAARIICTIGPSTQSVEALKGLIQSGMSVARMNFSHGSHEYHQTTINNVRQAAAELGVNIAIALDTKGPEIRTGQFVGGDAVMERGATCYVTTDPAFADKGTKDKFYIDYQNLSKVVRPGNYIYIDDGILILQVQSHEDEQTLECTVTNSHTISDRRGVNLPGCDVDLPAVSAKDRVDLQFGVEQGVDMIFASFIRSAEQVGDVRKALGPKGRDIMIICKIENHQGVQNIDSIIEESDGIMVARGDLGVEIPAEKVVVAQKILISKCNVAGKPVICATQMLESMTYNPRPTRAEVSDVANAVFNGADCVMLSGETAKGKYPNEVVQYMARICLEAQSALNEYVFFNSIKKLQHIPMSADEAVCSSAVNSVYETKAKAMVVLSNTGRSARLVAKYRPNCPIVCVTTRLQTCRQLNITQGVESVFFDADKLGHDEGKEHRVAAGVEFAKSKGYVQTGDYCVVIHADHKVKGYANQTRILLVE
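0.1 nM LmPK, 0.5 mM PEP, 0.1 mM ADP; 50 mM imidazole pH 7.2, 7 mM MgCl2, 50 mM KCl; 1 h RT. Kinase-Glo luminescence readout, normalized to no-enzyme (full inhibition) and uninhibited wells.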
AMA1 RON2 block: inhibitors of Plasmodium falciparum AMA1-RON2 interaction. AlphaScreen AMA1-biotinylated RON2 peptide binding. Potency, µM (doses to about 58.2 µM), without a hit: at the top dose activity change, negative = inhibition, most hits filed as inhibitors. 360,000 compounds, 0.2% hits. AID 720542;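 further: potency means the concentration at half of the fitted maximal effect; 0% = vehicle wells and -100% = peptide control; nearly all actives have a fitted effect of over 45% in size; some results filed as inactive show a strong effect at the top dose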
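AMA1 (3D7) with his tag at 25 nM final met compounds first, then biotinylated RON2 peptide at 25 nM; detection used donor plus acceptor beads, 10 µg/mL apiece, read by AlphaScreen after 30 min at room temperature.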
TbPYK inhibitor: blocks Trypanosoma brucei pyruvate kinase | 410,000 compounds, 0.12% hits | TbPYK enzyme, Kinase-Glo Plus ATP luminescence, 45 min | Q57TT1 | Potency, µM (highest dose often 76.8 µM), without a hit: at the highest dose activity, negative = inhibition, actives largely listed as inhibitors; further: potency means the concentration at half of the fitted maximal effect; nearly all actives have a fitted effect of over 50% in size
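ADP (130 uM final) triggers the TbPYK reaction after compound addition; incubation is 45 min at room temperature. Kinase-Glo Plus is then added and luminescence imaged. Normalized data are fitted to concentration-effect curves.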
AmpC inh no detg: blocks E. coli AmpC beta-lactamase in detergent-free assay | P00811 | AmpC nitrocefin hydrolysis, absorbance 480 nm, 0.0001% Triton | Potency, µM (series often up to 57.1 µM), inactives show top-dose activity change, negative = inhibition, hits mostly inhibitors | 330,000 compounds, 0.52% hits | AID 485341;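 further: potency means the concentration at half of the fitted maximal effect; plate controls were no compound for no effect and no enzyme for full effect; nearly all actives have a fitted effect of over 20% in size; some results filed as inactive show a strong effect at the top dose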
Target sequence (P00811 whole entry, looked up): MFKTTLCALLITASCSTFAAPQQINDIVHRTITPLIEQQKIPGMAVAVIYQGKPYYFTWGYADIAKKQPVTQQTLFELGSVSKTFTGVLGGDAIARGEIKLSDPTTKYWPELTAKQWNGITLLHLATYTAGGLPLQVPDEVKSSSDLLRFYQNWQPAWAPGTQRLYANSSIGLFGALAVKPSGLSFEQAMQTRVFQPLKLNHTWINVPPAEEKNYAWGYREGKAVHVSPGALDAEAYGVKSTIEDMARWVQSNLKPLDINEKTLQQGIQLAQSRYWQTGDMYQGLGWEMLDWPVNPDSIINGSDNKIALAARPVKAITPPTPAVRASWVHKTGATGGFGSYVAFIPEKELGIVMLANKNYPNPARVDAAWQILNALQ
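20 mM phosphate pH 7.0 + 0.01% (detergent screen) or 0.0001% Triton X-100; 5.3 nM AmpC reagent; cpd preinc 15 min RT; nitrocefin (800 uM stock) to start; A480 q20 s × 4 min; Activity was normalised to no-enzyme and no-compound control wells.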
HCMV antiviral: blocks human cytomegalovirus replication | HFF cells, HCMV-luciferase reporter, 72 h; active compounds read low | activity change, negative = inhibition, % at 57.5 µM | 410,000 compounds, 4.5% hits; in the data active means activity change below about -60%; inconclusive means no clear call, values can overlap the other calls; inactive means above about -39%
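Luciferase read-out from HCMV-luciferase-infected HFFs (MOI 1 PFU/cell) 72 h post infection at 37C; compounds added after 16 h cell attachment; activity normalized between buffer-only basal and Salinomycin (10uM) inhibitor controls.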
HCV inhibitor: HCV inhibition | Huh7.5.1 HCVcc-Cre infection, luciferase reporter, 44 h | 340,000 compounds, 3.4% hits | Potency, µM (titrated, usually from 41.8 µM), without a hit: top-dose activity change, negative = inhibition, most hits filed as inhibitors | AID 651820; further: potency means the concentration at half of the fitted maximal effect
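Whole-lifecycle infectious HCVcc-Cre system; cells 1,000/well, compound then virus (~0.5 moi) added 4 h after plating, 44 h culture. Luciferase read 15 sec following 15 min substrate incubation, room temp.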
AmpC inh detg: inhibitors of E. coli AmpC beta-lactamase with detergent; P00811; AmpC hydrolysis of nitrocefin, absorbance 480 nm, 0.01% Triton; Potency, µM (series often up to 114 µM), for the others: top-dose activity change, negative = inhibition, hits mostly inhibitors; 370,000 compounds, 0.041% hits;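 further: potency means the concentration at half of the fitted maximal effect; 0% = no-compound wells and -100% = no-enzyme wells; nearly all actives have a fitted effect of over 25% in size; some results filed as inactive show a strong effect at the top dose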
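AmpC (5.3 nM in the dispensed reagent) in 20 mM phosphate pH 7.0 with 0.01% (detergent screen) or 0.0001% Triton X-100 was preincubated with compounds for 15 min at room temperature. Nitrocefin was then added from an 800 uM solution, and hydrolysis was followed at 480 nm.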
Starred values were filed as active, the others as inactive; & = joins results of further samples; [ ] = dose if it differs, or a comment. Unless noted, the call rests on the fitted dose curve; in most records, active means well fitted curve in the direction sought with a large enough effect; inconclusive means small, poorly fitted or top-dose-only effect, or another doubt; inactive means no such curve, though single readings can be large; an effect the other way counts as inactive or inconclusive. Unless noted, on the % scale 0 is the no-effect control and ±100 the full control effect.

`O=C1N(c2ccc(Cl)cc2)C(c2ccc(Cl)cc2)N2CCCN12` (configuration not stated) gave LmPK inh 5%, AMA1 RON2 block -5%, TbPYK inhibitor 0%, AmpC inh no detg 52%, HCMV antiviral -20, HCV inhibitor 3% and AmpC inh detg 0%.
Screening CC(=O)Nc1ccc(OCc2cn(CC(=O)c3ccc(O)cc3)nn2)cc1 returned AMA1 RON2 block inconclusive, TbPYK inhibitor -9% and HCMV antiviral 25.
Screening O=C(Nc1ccc(F)cc1)C1CCN(C(=O)NCc2ccccc2)CC1 returned LmPK inh 0%, AMA1 RON2 block -2%, TbPYK inhibitor 1%, AmpC inh no detg 1%, HCMV antiviral 39, HCV inhibitor 25% and AmpC inh detg inconclusive.
CCN1CCN(Cc2ccc(NC(=O)c3ccc(C)c(NC(=O)c4ccno4)c3)cc2C(F)(F)F)CC1 was read as LmPK inh -1%, AMA1 RON2 block 4%&-2%, TbPYK inhibitor 1%&0%, AmpC inh no detg 6%, HCMV antiviral -4&-30, HCV inhibitor -19% and AmpC inh detg -3%.
`COc1cccc2c1C(=O)c1c(O)c3c(c(O)c1C2=O)CC(O)(C(C)=NNC(=O)c1ccc(Cl)c(Cl)c1)CC3OC1CC(N)C(O)C(C)O1` (configuration not stated) gave AMA1 RON2 block -10%, TbPYK inhibitor -18%, HCMV antiviral -99* and HCV inhibitor inconclusive.
`O=C(c1ccc(N2CCCC2=O)cc1)N1CCOCC1` gave LmPK inh -2%, AMA1 RON2 block 0%, TbPYK inhibitor 1%, AmpC inh no detg -12%, HCMV antiviral 5, HCV inhibitor -5% and AmpC inh detg -2%.
`CCc1ccc(C(=O)NN(C(=O)c2ccc(CC)cc2)C(C)(C)C)cc1` gave LmPK inh 1%, AMA1 RON2 block 3%, TbPYK inhibitor 1%, AmpC inh no detg 15%, HCMV antiviral -25, HCV inhibitor -24% and AmpC inh detg -8%.
Screening COc1ccc(Cl)cc1NC(=O)N1CCN(C2CCCCC2)CC1 returned LmPK inh 7%, AMA1 RON2 block 58%[activator], TbPYK inhibitor 37%[activator], AmpC inh no detg 1%, HCMV antiviral 1, HCV inhibitor 23% and AmpC inh detg 2%.
For O=C1C(=Cc2cccc(Cl)c2)Cc2ccccc21 the results were AMA1 RON2 block -4%, TbPYK inhibitor -4% and HCMV antiviral 11.
For Cc1ccc(N(C(C)C(=O)Nc2cc(Cl)ccc2Oc2ccccc2)S(C)(=O)=O)cc1 (configuration not stated) the results were LmPK inh 12%, AMA1 RON2 block 4%, TbPYK inhibitor 2%, AmpC inh no detg 78%[activator], HCMV antiviral 1, HCV inhibitor -10% and AmpC inh detg -5%.
Screening CS(=O)(=O)c1ccc(Cl)c(NC(=O)CSC(=S)N2CCCC2)c1 returned AMA1 RON2 block 0%, TbPYK inhibitor 4%, HCMV antiviral -38 and HCV inhibitor 24%.
Screening O=C1OCCN1C(=O)[C@H]1[C@H](c2ccc([N+](=O)[O-])cc2)C(c2cccc(Cl)c2)=NN1c1ccc(Br)cc1 returned AMA1 RON2 block -22%, TbPYK inhibitor -6%, AmpC inh no detg -42%, HCMV antiviral 2 and HCV inhibitor inconclusive.
O=C(CCC(=O)N1CCOCC1)c1ccc(F)cc1 was read as LmPK inh -4%, AMA1 RON2 block -1%, TbPYK inhibitor -2%, AmpC inh no detg -18%, HCMV antiviral -26, HCV inhibitor 6% and AmpC inh detg 4%.
For O=C(NCCCCc1ccccc1)C1CC(c2ccccc2[N+](=O)[O-])=NO1 (configuration not stated) the results were LmPK inh 2%, AMA1 RON2 block 10%, TbPYK inhibitor -7%, AmpC inh no detg 8%, HCMV antiviral 11, HCV inhibitor -12% and AmpC inh detg 0%.
Screening CC(=O)N1c2c(cc(Br)cc2S(=O)(=O)NCc2ccccc2Cl)CC1C (configuration not stated) returned TbPYK inhibitor 0%, HCMV antiviral -32 and AmpC inh detg 9%.
`CCN(CC(=O)NCc1ccc(Cl)cc1)C(=O)CSc1ccc(Br)cc1` gave LmPK inh -1%, AMA1 RON2 block 1%, TbPYK inhibitor 5%, AmpC inh no detg 46%, HCV inhibitor -12% and AmpC inh detg 9%.
COc1ccc(CNC(=O)CN(c2ccccc2)S(=O)(=O)N(C)C)cc1 was read as LmPK inh 5%, AMA1 RON2 block 12%, TbPYK inhibitor -6%&6%, AmpC inh no detg 2%, HCMV antiviral -27&23, HCV inhibitor 4% and AmpC inh detg 1%&25%.
`Cc1cc(C(=O)COC(=O)CN(C)S(=O)(=O)c2ccc(Cl)cc2)c(C)n1Cc1cccs1` gave LmPK inh 1%, AMA1 RON2 block -17%, TbPYK inhibitor -16%, AmpC inh no detg -29%, HCMV antiviral -2, HCV inhibitor -4%&19% and AmpC inh detg inconclusive.
`O=C(CSC1=Nc2ccccc2C2=NC(CCC(=O)NC3CCCCC3)C(=O)N12)Nc1cccc(Cl)c1` (configuration not stated) gave TbPYK inhibitor 3%, HCMV antiviral -8 and AmpC inh detg 9%.
`COc1ccccc1NC(=O)CN1CCC(C(=O)c2ccc(F)cc2)CC1` gave LmPK inh 1%, AMA1 RON2 block -4%, TbPYK inhibitor 0%, AmpC inh no detg 4%, HCMV antiviral -6, HCV inhibitor -30% and AmpC inh detg inconclusive.
COCCNc1nc(NCc2ccc(NC(C)=O)cc2)c2sccc2n1 was read as AMA1 RON2 block 1%, TbPYK inhibitor 1% and HCMV antiviral 12.
`CCc1ccc(NC(=O)Cn2cnc3nc4c(cc3c2=O)CCCC4)cc1` gave TbPYK inhibitor -2%, HCMV antiviral 14 and AmpC inh detg 10%.
For COc1ccc(OCCCN2CCCCCC2)cc1 the results were LmPK inh 0%, AMA1 RON2 block -15%, TbPYK inhibitor 3%, AmpC inh no detg 36%, HCMV antiviral 67, HCV inhibitor -22% and AmpC inh detg -4%.
For CC(NC(=O)c1ccncc1)c1ccccc1 (configuration not stated) the results were LmPK inh 0%, AMA1 RON2 block 7%, TbPYK inhibitor -5%, AmpC inh no detg -12%, HCMV antiviral 29, HCV inhibitor 9% and AmpC inh detg -19%.
`CN1CCN(c2ncc3c(n2)CCN(Cc2ccccc2Cl)C3)CC1` gave TbPYK inhibitor 3%, HCMV antiviral -9 and AmpC inh detg -4%.
`Cc1cc(=O)oc2c3c(cc(OCC(=O)Nc4cccnc4)c12)OC(C)(C)CC3` gave LmPK inh -7%, AMA1 RON2 block -5%, TbPYK inhibitor 2%, AmpC inh no detg -26%, HCMV antiviral 2, HCV inhibitor inconclusive and AmpC inh detg inconclusive.
Screening O=CN1CCN(C(=S)NC(=O)c2ccc(Cl)cc2)CC1 returned LmPK inh -5%, AMA1 RON2 block 127%[activator], TbPYK inhibitor -4%, AmpC inh no detg -9%, HCMV antiviral -2, HCV inhibitor 19% and AmpC inh detg 5%.
`COc1cc(Br)cc2cc(C(=O)NCC3CCCO3)c(=O)oc12` (configuration not stated) gave LmPK inh -2%, AMA1 RON2 block -2%, TbPYK inhibitor -24%, AmpC inh no detg -11%, HCMV antiviral -7, HCV inhibitor 12% and AmpC inh detg -1%.
COC(=O)c1ccc(C2C(C(=O)c3cc4ccccc4o3)=C(O)C(=O)N2CCCN(C)C)cc1 (configuration not stated) was read as LmPK inh 6%, AMA1 RON2 block -2%, TbPYK inhibitor -7%, AmpC inh no detg -2%, HCMV antiviral 7, HCV inhibitor 6% and AmpC inh detg -15%.
For CCOc1ccc(S(=O)(=O)N(CC)CC)cc1NC(=O)c1ccc(N2CCCC2=O)cc1 the results were LmPK inh -1%, AMA1 RON2 block 5%, TbPYK inhibitor 8%, AmpC inh no detg -2%, HCMV antiviral 27, HCV inhibitor inconclusive and AmpC inh detg 0%.
COC(=O)CCCNC(=O)OCc1ccc([N+](=O)[O-])cc1 was read as LmPK inh 2%, AMA1 RON2 block 8%, TbPYK inhibitor 7%, AmpC inh no detg 5%, HCMV antiviral -12, HCV inhibitor 3% and AmpC inh detg -14%.
Screening Cc1ccc(C(=O)C(OC(=O)CNC(=O)c2ccc(Cl)cc2)c2ccccc2)cc1 (configuration not stated) returned LmPK inh 1%, AMA1 RON2 block -5%, AmpC inh no detg -56%, HCMV antiviral 50, HCV inhibitor 13% and AmpC inh detg inconclusive.
For CCC1CCC(NC(=O)Nc2cccc(OC)c2)CC1 (configuration not stated) the results were LmPK inh 4%, AMA1 RON2 block -21%, TbPYK inhibitor 3%, AmpC inh no detg -39%, HCMV antiviral 25, HCV inhibitor -21% and AmpC inh detg 2%.
`O=C(O)Cc1ccc(C(=O)c2ccccc2F)s1` gave LmPK inh 0%, AMA1 RON2 block -2%, TbPYK inhibitor -1%, AmpC inh no detg -35%, HCMV antiviral 36, HCV inhibitor 3% and AmpC inh detg 6%.
`Cn1c(Cc2ccccc2)nnc1SCC(=O)NC1CCCCC1` gave LmPK inh -1%, AMA1 RON2 block -6%, TbPYK inhibitor -6%, AmpC inh no detg -8%, HCMV antiviral -7, HCV inhibitor -10% and AmpC inh detg -9%.
For Cn1c(=O)c2c(ncn2CC(=O)OCC(=O)Nc2ccccc2Cl)n(C)c1=O the results were LmPK inh -1%, AMA1 RON2 block 13%, TbPYK inhibitor -10%, AmpC inh no detg -12%, HCMV antiviral 4, HCV inhibitor 39%[activator] and AmpC inh detg -12%.
For CCOC(=O)c1csc(NC(C)=O)n1 the results were LmPK inh 2%, AMA1 RON2 block 24%, TbPYK inhibitor 1%, AmpC inh no detg -4%, HCMV antiviral 25, HCV inhibitor 23% and AmpC inh detg 2%.
For CCC(CO)NCc1ccc(OCC(O)c2ccccc2)c(OC)c1 (configuration not stated) the results were LmPK inh -9%, AMA1 RON2 block -5%, TbPYK inhibitor -7%, AmpC inh no detg 21%, HCMV antiviral 4, HCV inhibitor -10% and AmpC inh detg 3%.
FC(F)(F)c1cc(CCN2CCNC[C@@H]2Cc2ccccc2)cc(C(F)(F)F)c1 was read as AMA1 RON2 block -8%, TbPYK inhibitor 5%, HCMV antiviral -64* and HCV inhibitor 33%[activator].
COC(=O)[C@]12CCCCC=C1N(Cc1ccco1)C(=O)[C@H](CC(=O)NCc1ccc(OC)c(OC)c1)C2 was read as AMA1 RON2 block 3%, TbPYK inhibitor -5% and HCMV antiviral -7.

From PubChem BioAssay

Not a hit list; any-hit rate near 7.5%.
